HKDC1 inh – inhibitors of human hexokinase HKDC1 | Q2TB90 | recombinant HKDC1, G6PDH/diaphorase resazurin coupled fluorescence | inhibition, % at 20 µM | actives 0.16% (n = 340,000) | AID 493160;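 active = inhibition above about 35% when tested at 20 µM, limit read from the data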;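 also: plate controls were DMSO wells with enzyme for no effect and DMSO wells lacking enzyme for full effect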
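test system = in-house recombinant HK5 (HKDC1) enzyme | amount = HKDC1 at 5 µg/mL | control set = DMSO-enzyme wells negative, buffer-substituted wells positive | compound = one dose of 20 µM, 1% DMSO | schedule = reaction time 90 min, room temperature, protected from light | technique = resorufin fluorescence at 613 nm | reagent = glucose with 1 mM ATP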
SENP8 block-1 – inhibitors of human SENP8 protease. Q96LD8. recombinant SENP8, Nedd8 substrate fluorescence. inhibition, % at 20 µM. actives 0.64% (n = 360,000). AID 602440; in the data active = inhibition mostly above about 40%, no sharp cut-off; inactive = mostly below about 27%
Target sequence (Q96LD8 whole entry, looked up): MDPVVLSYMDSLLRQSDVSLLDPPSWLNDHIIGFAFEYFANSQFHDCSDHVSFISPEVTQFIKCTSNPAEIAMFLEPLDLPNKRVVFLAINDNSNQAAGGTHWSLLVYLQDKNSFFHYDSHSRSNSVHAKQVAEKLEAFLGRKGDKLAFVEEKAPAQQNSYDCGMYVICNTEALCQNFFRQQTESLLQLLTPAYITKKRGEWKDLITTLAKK
SENP6 inh – inhibitors of human SENP6 protease; actives 1.8% (n = 330,000); Q9GZR1; inhibition, % at 10 µM; Recombinant SENP6 catalytic domain, aminoluciferin luminescence; AID 2599;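 active = inhibition above about 50% at the single tested dose, limit read from the data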;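 also: plate controls were DMSO wells with enzyme for no effect and DMSO wells lacking enzyme for full effect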
Target sequence (Q9GZR1 628-1112 limits assumed): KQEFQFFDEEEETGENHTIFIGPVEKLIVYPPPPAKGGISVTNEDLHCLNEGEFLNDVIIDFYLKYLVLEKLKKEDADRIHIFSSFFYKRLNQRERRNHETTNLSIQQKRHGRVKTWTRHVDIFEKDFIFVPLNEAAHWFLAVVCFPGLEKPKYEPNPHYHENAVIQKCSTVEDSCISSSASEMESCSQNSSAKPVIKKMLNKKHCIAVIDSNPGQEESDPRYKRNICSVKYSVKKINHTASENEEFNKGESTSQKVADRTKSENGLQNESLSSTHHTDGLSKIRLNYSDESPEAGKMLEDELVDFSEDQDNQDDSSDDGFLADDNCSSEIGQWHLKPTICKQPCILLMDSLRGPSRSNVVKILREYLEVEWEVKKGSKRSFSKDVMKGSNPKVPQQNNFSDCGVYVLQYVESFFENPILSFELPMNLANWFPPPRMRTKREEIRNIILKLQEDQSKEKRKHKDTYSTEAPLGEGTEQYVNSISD
SENP8 block-2 – SENP8 protease inhibition; AID 2540; Q96LD8; actives 1.2% (n = 330,000); purified SENP8, Z-RLRGG-aminoluciferin cleavage, luminescence; inhibition, % at 10 µM; in the data active = inhibition above about 50%
Apaf1 inhib – blocks human Apaf-1 apoptosome activity; O14727; reconstituted apoptosome caspase-3 activity, DEVD-Rh110 fluorescence; inhibition, % at 20 µM; actives 0.71% (n = 330,000); active = inhibition of at least 40% at 20 µM;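 also: plate controls were DMSO wells for no effect and DEVD-CHO caspase inhibitor wells for full effect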
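Material: reconstituted apoptosome with Apaf-1, cytochrome c, caspase-9, procaspase-3, dATP. Technique: Rh110 fluorescence intensity. Buffer or medium: pH 7.5 Hepes buffer with CHAPS, BSA, DTT. Times: 30 min plus 50 min, RT.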
SENP7 block – blocks the human protease SENP7. recombinant SENP7, Z-RLRGG-aminoluciferin luminescence, 40 min. AID 434973. inhibition, % at 5 µM. Q9BQF6. actives 1.5% (n = 330,000);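 active = inhibition above about 50% at the single test dose, limit read from the data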;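 also: plate controls were DMSO with enzyme for no effect and no enzyme buffer wells for full effect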
Target sequence (Q9BQF6 706-1050 limits assumed): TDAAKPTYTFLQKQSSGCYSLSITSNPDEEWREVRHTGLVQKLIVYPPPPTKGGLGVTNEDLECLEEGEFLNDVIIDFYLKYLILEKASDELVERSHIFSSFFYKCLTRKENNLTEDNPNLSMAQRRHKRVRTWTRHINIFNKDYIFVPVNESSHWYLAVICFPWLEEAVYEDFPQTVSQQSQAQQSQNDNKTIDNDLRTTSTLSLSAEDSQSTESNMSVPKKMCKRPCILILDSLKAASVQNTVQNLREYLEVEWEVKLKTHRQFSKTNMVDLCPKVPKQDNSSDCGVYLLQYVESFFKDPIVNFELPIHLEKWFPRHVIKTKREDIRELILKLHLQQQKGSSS
PfGluPho inh – PfG6PD (Plasmodium falciparum) enzyme inhibition; PfGluPho enzyme, NADPH resazurin-diaphorase fluorescence; actives 0.78% (n = 350,000); inhibition, % at 20 µM; AID 504690;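 active = inhibition reaching at least a set limit at 20 µM in the primary screen, cut at about 59% in these data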;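 also: 0% = DMSO wells with substrate and 100% = DMSO wells lacking glucose-6-phosphate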
SENP1 inh – inhibitors of human SENP1 SUMO protease catalytic domain | Q9P0U3 | inhibition, % at 10 µM | recombinant SENP1 catalytic domain, CyPet-SUMO1-YPet FRET cleavage | actives 0.21% (n = 360,000);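 active = inhibition at least 30% at 10 µM, raw YFP signal under a set limit, fluorescence ratio 0.5 to 1.5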;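 also: 0% = enzyme with DMSO and 100% = no enzyme wells; some results filed as inactive read as strong as hits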
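Assay system – human recombinant His6-tagged SENP1 catalytic domain enzyme · Input – SENP1 enzyme, 20 pM final · Buffer or medium – Tris pH 8 buffer plus EDTA, NaCl, BME, BSA, NP40, catalase · Schedule – 50 min reaction at room temperature · Technique – FRET read of cyan and yellow fluorescence · Control set – no-enzyme wells low, DMSO-plus-enzyme wells high control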
Numbers without * were called inactive; i = inactive; · = not tested or not shown.

SMILES	HKDC1 inh	SENP8 block-1	SENP6 inh	SENP8 block-2	Apaf1 inhib	SENP7 block	PfGluPho inh	SENP1 inh
CSc1ccccc1NC(=O)COC(=O)Cc1ccsc1	-1	6	8	0	3	-5	6	4
CCc1cc2c(-c3ccccc3)cc(=O)oc2cc1OCC(C)=O	-4	-196	20	6	18	-11	-16	1
CC(C)(C)Nc1nc2cc([N+](=O)[O-])ccc2o1	0	16	6	-2	-2	-2	-12	1
CCc1nnc(NC(=O)c2cc(Cl)ccn2)s1	5	7	24	0	5	-1	17	1
CSc1nc(=O)n2cc(C)ccc2n1	-10	-22	-1	2	35	1	2	3
O=C(Nc1ccc2c(c1)OCO2)c1ccc2c(c1)OCO2	17	9	86*	67*	-4	85*	13	-3
Cc1ccc2ncccc2c1NS(=O)(=O)c1ccccc1	5	-8	2	4	-3	2	-13	4
CN(C)S(=O)(=O)N1CCN(c2ccc([N+](=O)[O-])c(NC3CC3)c2)CC1	-1	27	-20	-2	-4	7	25	2
CCc1sc(C(=O)Nc2ncccc2O)cc1C	-1	-3	69*	34	2	66*	13	2
COc1ccccc1CCC(=O)Nc1cc(S(=O)(=O)N2CCOCC2)ccc1N1CCCC1	-12	1	-4	11	16	-7	13	-4
C/C(=N\NC(=S)NCc1ccccc1)c1ccc2ccccc2c1OC(F)F	-3	-27	-6	2	-8	4	11	1
CCCN1CCC(NC(=O)Nc2ccc([N+](=O)[O-])cc2)CC1	0	15	-3	-7	9	-3	-4	0
CCOC(=O)c1c[nH][nH]c1=O	-9	8	-10	-9	-1	-2	-3	1
Cc1c(C(=O)N2CCN(c3ccccn3)CC2)cccc1[N+](=O)[O-]	-8	18	-1	5	10	2	-3	2
O=S(=O)(Nc1cccc(-c2ccc3nncn3n2)c1)c1cc(F)ccc1F	0	-4	-1	-4	8	-10	-9	2
Cc1ccccc1C(=O)N1CCC(C(=O)N2CCN(S(=O)(=O)c3ccccc3F)CC2)CC1	-7	4	10	-1	-6	9	-4	1
COc1ccc([C@H]2[C@@H](C#N)[C@H](C#N)N3CCCN23)cc1	-6	4	4	-3	-2	-5	4	-5
CN(C(=O)c1cccc(NC(=O)Cc2ccc(NC(=O)C3CCN(C(=O)C4CC4)CC3)cc2)c1)C1CCCCC1	10	2	·	·	·	·	-11	0
O=C1N(Nc2ccccc2)C(c2ccc(Br)cc2)C12CCCCC2 (stereo unspecified)	-8	17	-14	-8	14	-2	-4	3
COc1cccc(OCC(=O)NC2CCS(=O)(=O)C2)c1 (stereo unspecified)	-7	14	-10	-15	3	-6	-8	2
COCCCNC(=O)c1ccccc1N(Cc1ccccc1)S(=O)(=O)c1ccc(OC)cc1	-5	6	-15	-2	5	-16	0	1
CCC(=O)NNc1cccc(Cl)n1	-5	1	1	0	14	3	-9	1
O=C(N/N=C/C=C/c1ccccc1[N+](=O)[O-])c1cc(-c2cccnc2)nc2ccccc12	-6	20	-2	-10	15	-5	-8	1
O=C(CNS(=O)(=O)c1ccccc1)Nc1ccc(F)cc1F	6	0	3	-2	-7	-1	-4	0
Cc1cc(CNC(=O)c2ccc3oc(C(C)C)nc3c2)nn1C	-4	12	22	5	4	1	-6	1

Next part; the last five above are carried over.
SMILES	HKDC1 inh	SENP8 block-1	SENP6 inh	SENP8 block-2	Apaf1 inhib	SENP7 block	PfGluPho inh	SENP1 inh
COCCCNC(=O)c1ccccc1N(Cc1ccccc1)S(=O)(=O)c1ccc(OC)cc1	-5	6	-15	-2	5	-16	0	1
CCC(=O)NNc1cccc(Cl)n1	-5	1	1	0	14	3	-9	1
O=C(N/N=C/C=C/c1ccccc1[N+](=O)[O-])c1cc(-c2cccnc2)nc2ccccc12	-6	20	-2	-10	15	-5	-8	1
O=C(CNS(=O)(=O)c1ccccc1)Nc1ccc(F)cc1F	6	0	3	-2	-7	-1	-4	0
Cc1cc(CNC(=O)c2ccc3oc(C(C)C)nc3c2)nn1C	-4	12	22	5	4	1	-6	1
CCOc1ccc(NC(=O)CN(C)C(=O)c2cc([N+](=O)[O-])ccc2N2CCOCC2)cc1OCC	-3	7	10	11	2	-3	-9	3
CCCCCC(=O)N1CC2(CC(c3cccc(NC(=O)[C@@H]4CCC(=O)N4)c3)=NO2)C[C@@H]1C(N)=O (stereo partly specified)	-5	-2	1	-11	7	8	-5	0
CCOc1cccc(OCCOCCn2cnc3ccccc3c2=O)c1	-4	12	2	7	0	2	-4	0
CC1CC(C)CN(C(=O)COc2ccc(-c3nnco3)cc2)C1 (stereo unspecified)	-4	8	-2	-9	3	-10	-6	0
Brc1ccc2nc(-c3ccncc3)c(NC3CCCC3)n2c1	-12	-38	-12	0	10	6	11	-5
CC(=O)c1ccc2c(c1)C1C=CCC1C(c1ccc(S(=O)(=O)N3CCOCC3)cc1)N2 (stereo unspecified)	10	-26	·	·	·	·	10	12
O=C(COC(=O)CCc1ccc(S(=O)(=O)N2CCOCC2)cc1)NC1CCCC1	11	17	5	-3	9	7	-18	1
COc1ccc(N2CC(C(=O)N3CCN(c4ccccc4)CC3)CC2=O)cc1 (stereo unspecified)	-2	1	-24	-6	-21	2	-2	-2
CN(CCOC(=O)C1c2ccccc2Oc2ccccc21)C(C)(C)C	3	20	-2	-6	3	4	-8	1
COc1cc(C(=O)NC(=S)Nc2ccc(NC(=O)c3ccco3)cc2)cc(OC)c1OC	-8	18	-9	-3	9	11	-12	-2
CCCNC(=O)c1ccc(N2CC3CC(C2)c2cccc(=O)n2C3)c(NC(=O)Nc2ccc(CC)cc2)c1 (stereo unspecified)	2	9	1	3	17	-2	21	-1
CCOC(=O)c1ccc(NC(=O)C2C3CCCCC32)cc1 (stereo unspecified)	1	27	2	-4	12	-4	28	1
CCN(CC)c1ccc(N2C(=O)/C(=C/c3cccs3)SC2=S)cc1	-1	38	-16	5	6	-2	-15	0
CCc1cc(=O)n2c([nH]c3ccccc32)c1C#N	18	i	24	-7	15	6	6	-28
COc1ccc(OC)c(S(=O)(=O)N2CCCC(C(=O)NCCc3ccccc3)C2)c1 (stereo unspecified)	-7	2	-9	-4	13	12	13	1
Cc1ccc(/C(O)=C2\C(=O)C(=O)N(CC(C)O)C2c2ccc(N(C)C)cc2)cc1 (stereo unspecified)	-9	16	14	6	2	3	-1	-75
CCN(CC)CCNC(=O)C1CCN(S(=O)(=O)c2c(C)noc2/C=C/c2ccccc2F)CC1	-3	-10	-15	-9	16	12	-10	1
O=[N+]([O-])c1ccc(NN=Cc2ccc(O)cc2O)nc1	37*	-12	·	·	·	·	4	-34
O=C(Nc1nc(-c2ccccc2)cs1)c1ccc(Br)o1	-4	-84	-4	-17	15	1	41	0
CCOCCn1c(CN2CCN(C)CC2)nc2c1c(=O)n(C)c(=O)n2C	-3	12	5	8	-5	-1	-19	2
Cc1ccc(OCCSc2nc3ccccc3n2CC(=O)O)cc1	-5	-1	-20	-10	-18	15	-8	1
O=C(CCSc1ccc(Cl)cc1)N1CCN(c2ccc(O)cc2)CC1	-1	7	0	-3	12	0	49	2
CC(C)NC(=O)NC(=O)COC(=O)c1cc[n+]([O-])cc1	-6	14	-30	-5	-7	6	-2	1
COc1cc(/C=N/Nc2nc(Nc3ccc(C)cc3)nc(-n3nc(C)cc3C)n2)cc(OC)c1OC	-8	-75	-6	-4	1	-1	7	3
O=C1OCC(CO)(CO)N=C1NNc1ccccc1Cl	-5	10	-27	2	-8	1	-4	2

(next part)
SMILES	HKDC1 inh	SENP8 block-1	SENP6 inh	SENP8 block-2	Apaf1 inhib	SENP7 block	PfGluPho inh	SENP1 inh
NNC(=O)c1nc(-c2cccc(-n3cccc3)c2)no1	1	0	4	3	0	8	-28	0
CC(C)=NNc1nc2c(c(=O)[nH]c(=O)n2C)n1CCCc1ccccc1	4	-2	1	-1	-29	6	16	3
COc1ccc(NC(=O)c2nc[nH]c2C(=O)N[C@@H](CC(C)C)C(=O)OC(C)(C)C)cc1	2	5	-9	-14	30	-8	35	0
Cc1ccc(NC(=O)Cn2cnc(C(=O)Nc3ccc(C)c(C)c3)n2)cc1C	-3	-33	·	·	3	3	-10	2
CCc1ccc(NC(=O)C(C)OC(=O)c2ccc(NS(=O)(=O)c3ccc(C)c([N+](=O)[O-])c3)cc2)cc1 (stereo unspecified)	4	9	9	6	16	6	-46	3
CCCCn1c(N)c(N(CCOC)C(=O)CC(NC(=O)c2ccccc2)c2ccccc2)c(=O)[nH]c1=O (stereo unspecified)	-4	-5	9	4	-2	-5	1	-1
O=C(CN1CCCC1)NC(c1ccccc1)c1ccccc1	-9	15	-2	5	-16	-5	-4	-3
COc1ccc(/C=C/C(=O)c2ccc3ccccc3c2O)cc1CN1CCOCC1	4	-38	12	-2	10	-4	5	-33
O=C(c1ccccc1F)N1CCN(Cc2ccc3c(c2)OCO3)CC1	-1	7	11	4	-13	-2	-10	1
Cn1c(=O)c2c(nc(CN3CCN(CCO)CC3)n2Cc2ccccc2Cl)n(C)c1=O	-2	0	-6	-2	-2	11	-17	-6
CC(OC(=O)C1CC(=O)N(Cc2ccco2)C1)C(=O)Nc1ccccc1[N+](=O)[O-] (stereo unspecified)	-5	7	-10	2	-5	3	5	2
N#Cc1c(NC(=S)NC(=O)c2ccccc2)sc2c1CCCC2	-6	8	-11	-4	9	9	22	0
COc1cccc(NC(=O)c2sc(Cl)nc2C)c1	4	18	7	-13	-4	8	-8	1
O=C(Nc1c2c(nn1-c1ccccc1)CS(=O)(=O)C2)C1CCCC1	0	0	-8	-4	-4	-5	2	0
COc1ccc(N=Cc2ccc(CNS(=O)(=O)c3ccc(Cl)cc3)o2)cc1	7	26	20	4	-3	-2	9	3
COc1ccc2nc(N3C(=O)C(O)=C(C(=O)c4ccco4)C3c3ccco3)sc2c1 (stereo unspecified)	4	8	·	·	·	·	-11	2
COc1ccc2cc3c(N)nn(C(=O)c4ccc(F)cc4)c3nc2c1	0	-106	0	1	-5	-3	-8	3
Cc1nc(-n2ncc(C#N)c2N)c2c3c(sc2n1)CCC3	-7	14	-2	13	-14	7	14	-4
COc1cc(C=O)ccc1OCc1cn(CC(=O)c2ccc(O)cc2)nn1	6	11	·	·	·	·	0	-1
CCOC(=O)N1CCN(C(=O)CN(C)S(=O)(=O)c2ccc3c(c2)C(C)(C)C(=O)N3C)CC1	-3	21	23	1	1	12	-8	1
CC1CN(C(=O)c2ccccc2Sc2ccccc2C#N)CC(C)O1 (stereo unspecified)	-6	10	-2	-10	-2	-8	4	3
O=C1CCC[C@@H]2CC(N3CCCCC3)C[C@@H]3CCN1[C@H]23 (stereo partly specified)	-4	6	·	·	8	4	17	-1
NC(=O)Cn1nc(-c2ccccc2)nc1-c1ccccc1	-5	12	-12	-7	-16	-6	-3	0
Cc1nc(SCC(=O)N(C)C2CCCCC2)[nH]c(=O)c1Cc1ccccc1	-2	17	-30	-6	4	-12	-6	-3
CCCc1ccc(OCc2ccc(C(=O)N/N=C/c3cccnc3)o2)cc1	0	11	0	-7	1	-6	-2	3
O=C(O)CCCCCNC(=O)/C(=C\c1ccco1)NC(=O)c1ccco1	-6	1	1	0	-9	-3	6	-4

Screening data deposited in PubChem by Sanford-Burnham Center for Chemical Genomics.
